Compound activity (PubChem)
AMPAR-TARP mod = modulates AMPAR-stargazin complexes; HEK293 GluA2+stargazin, membrane potential dye (FDSS), glutamate EC50; hits were called plate by plate, in both directions; 40,000 tested, 3.5% active; calls only at 30 µM;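 active means any of four per-well response measures lying three or more SD from its plate-wide compound average, in either direction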
Target sequence (O88602 whole entry, looked up): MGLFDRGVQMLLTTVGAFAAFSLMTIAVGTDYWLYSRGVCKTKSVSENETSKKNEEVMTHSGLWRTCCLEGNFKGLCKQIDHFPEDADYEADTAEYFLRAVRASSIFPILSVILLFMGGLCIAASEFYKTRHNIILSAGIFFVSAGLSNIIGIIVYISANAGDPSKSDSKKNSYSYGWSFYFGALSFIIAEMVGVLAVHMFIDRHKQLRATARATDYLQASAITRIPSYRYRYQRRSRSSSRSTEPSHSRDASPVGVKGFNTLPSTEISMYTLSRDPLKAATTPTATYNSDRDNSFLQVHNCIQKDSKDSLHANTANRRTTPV
Target sequence (P19491 whole entry, looked up): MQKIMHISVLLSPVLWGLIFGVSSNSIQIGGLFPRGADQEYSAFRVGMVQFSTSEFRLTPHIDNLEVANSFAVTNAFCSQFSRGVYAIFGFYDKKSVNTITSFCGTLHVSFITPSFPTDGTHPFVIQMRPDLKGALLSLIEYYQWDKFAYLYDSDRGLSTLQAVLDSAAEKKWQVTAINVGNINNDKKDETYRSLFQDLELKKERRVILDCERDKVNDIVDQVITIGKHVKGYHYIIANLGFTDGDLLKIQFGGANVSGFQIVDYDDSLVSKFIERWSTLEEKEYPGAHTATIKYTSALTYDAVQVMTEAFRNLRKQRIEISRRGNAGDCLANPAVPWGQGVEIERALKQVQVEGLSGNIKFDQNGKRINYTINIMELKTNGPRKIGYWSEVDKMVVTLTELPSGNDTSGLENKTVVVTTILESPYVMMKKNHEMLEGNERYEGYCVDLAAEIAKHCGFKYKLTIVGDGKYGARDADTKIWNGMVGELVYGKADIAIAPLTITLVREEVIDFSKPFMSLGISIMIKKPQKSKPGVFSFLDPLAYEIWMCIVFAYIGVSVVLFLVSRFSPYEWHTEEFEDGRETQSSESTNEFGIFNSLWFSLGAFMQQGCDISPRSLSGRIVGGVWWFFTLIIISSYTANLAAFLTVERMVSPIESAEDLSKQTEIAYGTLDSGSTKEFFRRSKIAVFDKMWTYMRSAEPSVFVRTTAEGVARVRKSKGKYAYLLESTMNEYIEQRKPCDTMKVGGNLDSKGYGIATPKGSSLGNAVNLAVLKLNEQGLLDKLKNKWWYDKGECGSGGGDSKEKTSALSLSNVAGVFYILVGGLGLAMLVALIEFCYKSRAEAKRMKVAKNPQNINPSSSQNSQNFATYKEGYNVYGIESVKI
AMPAR-TARP mod agonism max-min = also measured in AMPAR-TARP mod; calls as there; compound max-min signal; compound-alone response (agonism);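 unitless range of fluorescence divided by baseline over first 100 seconds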
AMPAR-TARP mod glutamate slope = further read-out of AMPAR-TARP mod, marked with its call; glutamate slope, % of max; measured here: glutamate response slope, % max;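 scaled per plate between vehicle wells and maximal 1 mM glutamate control wells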
The depositor's hits bear a star; i = inactive; + = active, no number; & = joins results of further samples. The list is partial; count on the stated rates, not on these rows.

The opening 24 entries (preview)
nr	SMILES	AMPAR-TARP mod	AMPAR-TARP mod agonism max-min	AMPAR-TARP mod glutamate slope
1	Cc1ccccc1NC(=O)Nc1ccc(CC(=O)N2CCCC2)cc1	i	0.12	34
2	COc1ccc(NC(=O)Cc2csc(Nc3ccc(S(C)(=O)=O)cc3)n2)c(OC)c1	i	0.1	54
3	COc1cc(C)c(C)cc1S(=O)(=O)NCC1CCN(c2ccccn2)CC1	i	0.11	62
4	CC(C)COc1cccc(OCC(=O)O)c1	i	0.046	46
5	CC(CC(=O)Nc1ccc(Oc2ccccc2)cc1)CC1=NS(=O)(=O)c2ccccc2N1 (stereo not given)	i	0.11	64
6	CCOc1cc(/C=C2\SC(=S)N(c3cccc(C)c3C)C2=O)ccc1O	i	0.071	72
7	Cc1ccc(N2C(=O)N(CC(=O)N3CCCCCC3)c3ccccc3S2(=O)=O)cc1	i	0.048	63
8	O=C(/C=C/c1cc2cc3c(cc2nc1Cl)OCO3)C1CC1	+	0.23*	40*
9	Cc1ccc(-n2ncc3c(=O)n(NC(=O)c4ccc(S(=O)(=O)N5CCOCC5)cc4)cnc32)cc1	i	0.093	65
10	O=C(O)C1CCCCC1C(=O)Nc1ccc(Br)cc1F (stereo not given)	i	0.076	38
11	COc1ccc(S(=O)(=O)NCC(O)c2ccc(C(F)(F)F)cc2)c(C)c1 (stereo not given)	+	0.22*	55*
12	O=S(=O)(c1ccccc1F)N1CCN(CCn2cccn2)CC1	i	0.12	53
13	CCS(=O)(=O)c1ccc(CC(=O)Nc2cc(C)no2)cc1	i	0.079	59
14	O=C(NCCn1ncc2c(N3CCCC3)ncnc21)C1(c2ccccc2)CCOCC1	i	0.098	69
15	COc1ccc(-c2nc3sc(CCNC(=O)Nc4c(F)cccc4F)c(C)n3n2)cc1	i	0.13	38
16	COc1cccc(-c2cc(CC(=O)Nc3ccc(F)c(Cl)c3)no2)c1	i	0.09	50
17	COc1ccccc1N1CCN(S(=O)(=O)CCNC(=O)c2ccccc2)CC1	i	0.1	69
18	O=C(Cn1nc(-c2ccco2)ccc1=O)N1CCN(c2ccccc2)CC1	i	0.061	66
19	COc1ccc(SCC(=O)N(CCN(C)C)c2nc3ccc(C)cc3s2)cc1	i	0.065	52
20	O=C(COc1ccc2c(c1)OCO2)NCCOc1ccc(F)cc1	i	0.11	47
21	O=C(NCc1cccs1)C(=O)NCC(O)(c1ccco1)C1CC1 (stereo not given)	i	0.1	70
22	Nc1[nH]ncc1-c1ccc(Cl)cc1	i	0.16	42
23	O=C(/C=C/c1ccc([N+](=O)[O-])cc1)N(CCN1CCOCC1)c1nc2ccccc2s1	i	0.19	75
24	CCCOc1cn(-c2ccc(F)cc2)nc1C(=O)Nc1cccc(C)c1C	i	0.024	26

The listing, previewed entries included:
nr	SMILES	AMPAR-TARP mod	AMPAR-TARP mod agonism max-min	AMPAR-TARP mod glutamate slope
1	Cc1ccccc1NC(=O)Nc1ccc(CC(=O)N2CCCC2)cc1	i	0.12	34
2	COc1ccc(NC(=O)Cc2csc(Nc3ccc(S(C)(=O)=O)cc3)n2)c(OC)c1	i	0.1	54
3	COc1cc(C)c(C)cc1S(=O)(=O)NCC1CCN(c2ccccn2)CC1	i	0.11	62
4	CC(C)COc1cccc(OCC(=O)O)c1	i	0.046	46
5	CC(CC(=O)Nc1ccc(Oc2ccccc2)cc1)CC1=NS(=O)(=O)c2ccccc2N1 (stereo not given)	i	0.11	64
6	CCOc1cc(/C=C2\SC(=S)N(c3cccc(C)c3C)C2=O)ccc1O	i	0.071	72
7	Cc1ccc(N2C(=O)N(CC(=O)N3CCCCCC3)c3ccccc3S2(=O)=O)cc1	i	0.048	63
8	O=C(/C=C/c1cc2cc3c(cc2nc1Cl)OCO3)C1CC1	+	0.23*	40*
9	Cc1ccc(-n2ncc3c(=O)n(NC(=O)c4ccc(S(=O)(=O)N5CCOCC5)cc4)cnc32)cc1	i	0.093	65
10	O=C(O)C1CCCCC1C(=O)Nc1ccc(Br)cc1F (stereo not given)	i	0.076	38
11	COc1ccc(S(=O)(=O)NCC(O)c2ccc(C(F)(F)F)cc2)c(C)c1 (stereo not given)	+	0.22*	55*
12	O=S(=O)(c1ccccc1F)N1CCN(CCn2cccn2)CC1	i	0.12	53
13	CCS(=O)(=O)c1ccc(CC(=O)Nc2cc(C)no2)cc1	i	0.079	59
14	O=C(NCCn1ncc2c(N3CCCC3)ncnc21)C1(c2ccccc2)CCOCC1	i	0.098	69
15	COc1ccc(-c2nc3sc(CCNC(=O)Nc4c(F)cccc4F)c(C)n3n2)cc1	i	0.13	38
16	COc1cccc(-c2cc(CC(=O)Nc3ccc(F)c(Cl)c3)no2)c1	i	0.09	50
17	COc1ccccc1N1CCN(S(=O)(=O)CCNC(=O)c2ccccc2)CC1	i	0.1	69
18	O=C(Cn1nc(-c2ccco2)ccc1=O)N1CCN(c2ccccc2)CC1	i	0.061	66
19	COc1ccc(SCC(=O)N(CCN(C)C)c2nc3ccc(C)cc3s2)cc1	i	0.065	52
20	O=C(COc1ccc2c(c1)OCO2)NCCOc1ccc(F)cc1	i	0.11	47
21	O=C(NCc1cccs1)C(=O)NCC(O)(c1ccco1)C1CC1 (stereo not given)	i	0.1	70
22	Nc1[nH]ncc1-c1ccc(Cl)cc1	i	0.16	42
23	O=C(/C=C/c1ccc([N+](=O)[O-])cc1)N(CCN1CCOCC1)c1nc2ccccc2s1	i	0.19	75
24	CCCOc1cn(-c2ccc(F)cc2)nc1C(=O)Nc1cccc(C)c1C	i	0.024	26
25	COCCNC(=O)C(=O)Nc1ccc(F)c([N+](=O)[O-])c1	i	0.089	74
26	COC(=O)c1ccc2c(=O)n(Cc3ccc(C(=O)NCCCN4CCOCC4)cc3)c(=S)[nH]c2c1	+	0.18*	82*
27	CC(C)(C)C(=O)Nc1ccc(N2CCOCC2)cc1	i	0.073	72
28	Cn1c(C(F)(F)F)nn(CCNC(=O)Cn2ccc3ccccc32)c1=O	i	0.097	50
29	Cc1nn(C2CCS(=O)(=O)C2)c2nc(-c3ccccc3)cc(C(=O)N3CCc4ccccc43)c12 (stereo not given)	i	0.074	63
30	CCCc1nnsc1C(=O)NCCc1ccsc1	i	0.028	28
31	CCOc1ccc(NC(=O)Cn2nc(-c3ccco3)c3sc(N4CCCCC4)nc3c2=O)cc1	i	0.094	47
32	CS(=O)(=O)N1CCC(C(=O)NCCn2ncc3c(N4CCCCC4)ncnc32)CC1	i	0.08	70
33	Cc1cc(C)n(CCN2CCCN(C(=O)c3ccc(Cn4ccnc4)cc3)CC2)n1	i	0.15	98
34	COc1cn(CC(=O)Nc2ccccc2C(F)(F)F)c(CSc2nccn2C)cc1=O	i	0.04	53
35	O=C(Nc1onc2c1CCCC2)c1nc(-c2cnccn2)no1	i	0.13	63
36	O=C(c1cccc(C(F)(F)F)c1)N1CCN(c2ccc(-c3ccncc3)nn2)CC1	i	0.12	37
37	CC(NC(=O)C(=O)NCC1CCN(S(=O)(=O)C2CC2)CC1)c1ccccc1 (stereo not given)	i	0.079	59
38	CC(C)CCN(CC(O)CON=C1c2ccccc2-c2ccccc21)S(C)(=O)=O (stereo not given)	i	0.11	63
39	Cc1nc(Nc2ccc(NC(=O)c3ccc4c(c3)OCO4)cc2)cc(-n2cccn2)n1	i	0.1	60
40	Cc1ccc2c(CC(=O)NCCC3=CCCCC3)cc(=O)oc2c1	i	0.078	55
41	Cc1ccnc(Oc2ccc(C(=O)NCCNc3cc(N4CCOCC4)nc(C)n3)cc2)n1	i	0.13	60
42	COc1ccc(SCC(=O)Nc2nc3cc4c(cc3s2)OCO4)cc1	i	0.088	61
43	O=C(Cn1c(=O)oc2ccccc21)N1CCN(Cc2nc(-c3ccccc3)cs2)CC1	i	0.11	64
44	CCOC(=O)N1CCN(c2ncnc3nc[nH]c23)CC1	i	0.044	65
45	COc1ccc(C(=O)CC2(O)C(=O)Nc3ccc(Cl)cc32)cc1OC (stereo not given)	i	0.099&0.045	48&92
46	O=C(COc1ccc(F)cc1)Nc1ccc2c(c1)N(C(=O)C1CCCO1)CC2 (stereo not given)	i	0.18	68
47	CN1CCN(CC(O)COCC23CC4CC(CC(C4)C2)C3)CC1 (stereo not given)	i	0.045	63
48	O=C(c1ccc(S(=O)(=O)Nc2ccc(F)cc2)o1)N1CCc2ccccc21	i	0.1	54
49	COc1ccc(-c2noc(Cn3ccn4nc(-c5ccc(F)cc5)cc4c3=O)n2)c(OC)c1	i	0.11	61
50	Cc1ccc(Nc2ccc(N3CCN(S(=O)(=O)N(C)C)CC3)nn2)cc1	i	0.11	43
51	COc1ccc(OC)c(Nc2nc(CC(=O)N3CCN(c4ncccn4)CC3)cs2)c1	i	0.14	78
52	CN1CCc2c(sc(NC(=O)CSc3ccccc3)c2-c2nc3ccccc3s2)C1	i	0.062	23
53	CCOc1ccc(NC(=O)c2cccc(N3C(=O)C(C)CS3(=O)=O)c2)cc1 (stereo not given)	i	0.15	48
54	CCc1ccccc1-n1c(C)c(C)n2c3c(=O)n(CC(N)=O)c(=O)n(C)c3nc12	i	0.048	48
55	O=C(NNC(=O)C1CCCC1)c1ccc(=O)n(Cc2ccccc2)c1	i	0.077	48
56	Cc1nc(NCCc2ccccc2)nc(N2CCCC2)c1[N+](=O)[O-]	i	0.11	59
57	CC1Oc2ccccc2OC1C(=O)NCCn1cnc(-c2ccccc2)cc1=O (stereo not given)	i	0.1	67
58	CC(=O)Cn1c(=O)c2c(nc3n(-c4ccc(C)cc4C)c(-c4ccccc4)cn23)n(C)c1=O	i	0.056	29
59	O=[N+]([O-])c1ccc(N2C(=S)N(c3ccc(F)cc3)C3CS(=O)(=O)CC32)cc1 (stereo not given)	i	0.11	60
60	COc1ccccc1CNC(=O)C(=O)NCC(c1ccc(F)cc1)N1CCOCC1 (stereo not given)	i	0.033	44

(cont.)
nr	SMILES	AMPAR-TARP mod	AMPAR-TARP mod agonism max-min	AMPAR-TARP mod glutamate slope
61	O=C(NCC(c1cccc2ccccc12)N1CCOCC1)c1ccc2c(c1)OCO2 (stereo not given)	i	0.065	87
62	O=C(CN1C(=O)CC(c2ccccc2)=Nc2ccccc21)Nc1ccc(F)cc1	i	0.12	39
63	COc1ccccc1NC(=O)C(=O)NN1CCN(C)CC1	i	0.066	58
64	O=C(COc1ccc(Cl)cc1Cl)NCC1CCN(C(=O)Nc2ccc(F)cc2)CC1	i	0.089	60
65	CC(NC(=O)C(=O)c1c[nH]c2ccccc12)c1ccccc1 (stereo not given)	+	0.1*	78*
66	COc1cccc(C(=O)N2CCN(c3ccc(-c4ccc(C)c(C)c4)nn3)CC2)c1OC	i	0.025	42
67	COc1ccc(OC)c2sc(NC(=O)CS(=O)(=O)Cc3ccccc3)nc12	i	0.1	47
68	O=C(NCCc1csc2nc(-c3cccs3)nn12)NCc1ccc(Cl)cc1	i	0.18	45
69	CCOc1cc(C(c2c(O)cc(C)[nH]c2=O)c2c(O)cc(C)[nH]c2=O)ccc1O	i	0.053	51
70	O=C(Cc1cc(-c2cc3ccccc3o2)on1)NCc1cccs1	i	0.07	48
71	COc1cc(N2CCN(C(=O)c3cnccn3)CC2)nc(C)n1	i	0.053	57
72	Cc1ccccc1Cn1c(N2CCN(CC(N)=O)CC2)nc2c1c(=O)[nH]c(=O)n2C	i	0.084	4
73	Cc1nc(C)c(CC(=O)NCc2ccc3c(c2)OCO3)s1	i	0.17	78
74	COc1ccc(-c2ccc(CCC(=O)NCC3CCCO3)o2)cc1 (stereo not given)	i	0.12	46
75	COC(=O)N1CC(=O)Nc2ccccc21	i	0.13	45
76	O=C(Nc1cccc(N2CCCCC2=O)c1)C1CCCC1	i	0.08	50
77	Cc1cc(=O)[nH]c(Nc2nc3ccccc3[nH]2)n1	i	0.086	38
78	O=C(CCc1ccccc1)Nc1nnc(Cc2cccs2)o1	i	0.073	52
79	O=C(Cc1ccc(Cl)cc1)N1CCN(c2ccc(Nc3ccccn3)nn2)CC1	i	0.32	38
80	CCn1c(=O)c2c(nc3n2CCCN3c2cc(OC)ccc2OC)n(C)c1=O	i	0.077	57
81	COc1ccc(C)cc1S(=O)(=O)NCC1CCS(=O)(=O)C1 (stereo not given)	i	0.095	63
82	CC(C)S(=O)(=O)c1ccc(C(=O)Nc2ccc([N+](=O)[O-])cc2)cc1	i	0.1	60
83	O=C(O)c1cccc(Nc2nc(-c3ccc(Cl)cc3)nc3ccccc23)c1	i	0.11	26
84	CC(C)(C)n1nc2c(c1NC(=O)C(=O)NCCCc1ccccc1)CSC2	i	0.021	54
85	O=C(NCC1CCN(C(=O)Nc2ccc(F)cc2)CC1)C(=O)Nc1cccc(C(F)(F)F)c1	i	0.09	62
86	COc1ccc(-c2cc(CC(=O)Nc3nccs3)no2)cc1OC	i	0.074	47
87	CCCC12CN(C(=O)CC)CC(C)(CN(C(=O)CC)C1)C2=O	i	0.046	44
88	O=C(c1cccs1)N1CCc2ccc(NS(=O)(=O)c3ccccc3Cl)cc21	i	0.075	55
